From PubChem BioAssay
mcGAS RapidFire: inhibitors of Mus musculus cyclic GMP-AMP synthase, initial high-throughput assay, cell-free, RapidFire MS. Q8C6L5. recombinant mouse cGAS, cGAMP by RapidFire MS. inhibition, % at 12.5 µM. actives 0.18% (n = 130,000);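 active means inhibition of cGAS enzyme activity at or above 60%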;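 further: enzyme stimulated by 45 bp dsDNA with ATP and GTP substrates; cGAMP share of summed cGAMP plus half ATP and half GTP signals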
Target sequence (Q8C6L5 whole entry, looked up): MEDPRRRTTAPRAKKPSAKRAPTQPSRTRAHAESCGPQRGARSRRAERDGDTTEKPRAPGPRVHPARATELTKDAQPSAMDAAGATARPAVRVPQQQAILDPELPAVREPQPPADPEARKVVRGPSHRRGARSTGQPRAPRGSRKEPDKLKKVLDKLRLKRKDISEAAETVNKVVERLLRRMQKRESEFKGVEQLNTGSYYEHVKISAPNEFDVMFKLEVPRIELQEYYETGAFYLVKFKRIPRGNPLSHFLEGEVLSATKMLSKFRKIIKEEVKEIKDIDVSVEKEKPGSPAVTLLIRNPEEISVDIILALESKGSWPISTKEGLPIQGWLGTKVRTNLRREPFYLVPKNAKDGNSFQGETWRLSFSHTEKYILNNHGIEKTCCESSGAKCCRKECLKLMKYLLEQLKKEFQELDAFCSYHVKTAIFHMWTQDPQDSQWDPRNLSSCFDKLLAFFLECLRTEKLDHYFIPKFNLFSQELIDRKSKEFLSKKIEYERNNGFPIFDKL
The depositor's hits bear a star; & = joins results of further samples. This is a subset; count on the stated rates, not on these rows.

SMILES | mcGAS RapidFire
C=CCn1c(N2CCC(C)CC2)nc2c1c(=O)[nH]c(=O)n2C | -7.2
O=C(NNc1ccnc2cc(Cl)ccc12)c1ccc(=O)[nH]n1 | -6.2
CCn1c(=O)c2c(nc3n(-c4ccc(Cl)cc4)c(C)cn23)n(C)c1=O | -4.1
CC1(C(=O)NCc2cccc3ccccc23)CCN1Cc1ccc2ccccc2c1 (stereo not given) | -6.4
CCCCC(CC)C(=O)Nc1cc(C)on1 (stereo not given) | -10.9
CC(=O)C1=C(c2ccc3c(c2)CCCC3)N(C(C)=O)n2c(C)nnc2S1 | -1.0
S=C(NCC1CCCO1)Nc1ccccc1 (stereo not given) | -3.9
COc1ccc(C(C)C)cc1CN1CCC(N2CCCC2=O)CC1 | -9.4
CC(=O)Oc1ccc2oc(-c3ccccc3)c(C(N)=O)c2c1 | -3.3
COc1cc(=O)n(-c2ccccc2C)nc1C(=O)Nc1ccc(OC(F)(F)F)cc1 | -29.3
COCc1ccc(C(=O)N2CCCC(C(=O)c3ccc(SC)cc3)C2)s1 (stereo not given) | 5.1
COC(=O)C[n+]1cccc(C(C)=O)c1 | 2.8
O=C1c2ccccc2-c2nc3cc(Br)cnc3nc21 | -20.3
CC1CCCCN1C(=O)Cn1cnc2scc(-c3ccc(F)cc3)c2c1=O (stereo not given) | -9.7
COc1ccc(NC(=O)N2CCN(CC(C)C)C(=O)C2C)cc1Cl (stereo not given) | -10.0
CSCc1cccc(C(=O)N(C)Cc2cccnc2)c1 | -1.1
COCC1CCN(C(=O)CN2C(=O)c3ccccc3C2=O)C1 (stereo not given) | -6.8
CSc1cc(C(=O)NCC(CC(C)O)c2ccccc2)ccn1 (stereo not given) | -9.0
CC(C)c1ccc(N(CC(=O)NCCSCc2ccc(Cl)cc2Cl)S(C)(=O)=O)cc1 | -10.3
CC(C)C(C)NC(=O)CNC(=O)c1c(Br)nn(C)c1N (stereo not given) | -2.8
CCOc1c(Cl)cc(CNC(C)(C)C)cc1Cl | -4.2
Cn1ccnc1-c1ccc(NCC2COc3ccccc3O2)nn1 (stereo not given) | -11.7
COCCn1c(C)cn2c3c(=O)n(Cc4ccc(F)cc4)c(=O)n(C)c3nc12 | -7.5
CN(C)N=CC=C1CCC(=Cc2ccc(C(F)(F)F)cc2)C1=O | -2.8
COc1cn2c(cc1=O)C(=O)N(CCNC(=O)COc1ccc(C)cc1)CC2 | -2.7

Next part.
SMILES | mcGAS RapidFire
CCCCn1c(C2CCCCC2)nc2oc3ccccc3c(=O)c2c1=O | -13.4
Cc1ccc(C(=O)N2CCCC(O)(CN(C)C)CC2)c(O)c1 (stereo not given) | -9.5
CCN(CC)Cc1cnc2c(C(=O)NC(C)c3csc(C)n3)cnn2c1 (stereo not given) | -30.9
O=C(OCC(=O)N1CCCCCCC1)C1CC1c1cccc(F)c1 (stereo not given) | -3.7
COCCN1CC(C(=O)NC(C)(C)c2ccc(OC)c(OC)c2)CCC1=O (stereo not given) | -10.8
CCOC(=O)C1(C)CCN1C(=O)c1cc(F)ccc1C (stereo not given) | 16.6
CCn1c(CNc2ccc(C)c(Cl)c2)nnc1SCC(=O)Nc1ccc([N+](=O)[O-])cc1C | -8.4
CC1Oc2ccccc2N(CC(=O)NCCSCc2ccsc2)C1=O (stereo not given) | -10.7
Cc1ccccc1CSCc1nc(C2CC2)n[nH]1 | -6.4
Cc1ncc(CNC(=O)NC(C)c2ccc(F)cc2Cl)s1 (stereo not given) | -5.8&-5.5
CC(=O)Nc1ccc(S(=O)(=O)c2ccc(NC(C)=O)cc2)cc1 | -1.8
CC(C)C(=O)N1CCN(CC(=O)NCCCN(C)c2ccccc2)CC1 | -1.8
CCOC(=O)c1sc(NC(=O)Cn2nc(C(F)(F)F)cc2C)c(C(=O)OCC)c1C | -0.5
O=C(c1cc(Cl)cc(Cl)c1)N1C[C@H](O)[C@@H](N2CCOCC2)C1 | -6.4
NC(=O)CCN(C(=O)CSc1nccn1C1CC1)c1ccccc1 | -24.5
CCOC(=O)C(=Cc1cc(=O)c(OC)co1)C(=O)OCC | 6.2
COc1ccc(CNC(=O)c2cn(Cc3ccc(F)cc3)c(=O)s2)cc1OC | -4.9
COc1ccc(-n2cc(CN(C)CC3COCCO3)c(-c3cccc(F)c3)n2)cc1 (stereo not given) | 5.2
Cc1c(CN(C)C(=O)C2CCOC2)[nH]c2ccccc12 (stereo not given) | -10.0
C=CCn1c(=O)c2c(nc3n(-c4cc(OC)ccc4OC)c(C)cn23)n(C)c1=O | -6.1
CCn1c(CC2CCN(C(=O)C3(C)CCCO3)CC2)nn(C)c1=O (stereo not given) | -9.3
Cc1cc(F)ccc1S(=O)(=O)NCCCCN1CCOC(c2ccccc2)C1 (stereo not given) | -4.9
COc1cc(Br)c(OC)c(C(=O)N2CC(C)OC(C)C2)c1 (stereo not given) | 3.0
N#CCCN(CCC#N)Cn1nc2sc3ccccc3n2c1=S | 11.8
Cc1ccc(-c2nc(C(=O)N3CCC4(CC3)OCCO4)cs2)o1 | 0.7

Not a retest: 2 of the compounds above.
SMILES | mcGAS RapidFire
CCCCn1c(C2CCCCC2)nc2oc3ccccc3c(=O)c2c1=O | -13.4
Cc1ccc(C(=O)N2CCCC(O)(CN(C)C)CC2)c(O)c1 (stereo not given) | -9.5

Next section.
SMILES | mcGAS RapidFire
Cc1cc(C)n(C2CCN(Cc3ccc(C#CC(C)(C)O)cc3)C2)n1 (stereo not given) | -5.7
COc1ccnc(CN2C(=O)NC(C)(C3CCNCC3)C2=O)c1 (stereo not given) | -17.3
O=C(O)C1CCCN(c2c(-c3ccccc3)c3cc(Cl)ccc3[nH]c2=O)C1 (stereo not given) | -5.3
Cc1cccc(Nc2ccc(N3CCN(C(=O)/C=C/c4ccccc4)CC3)nn2)n1 | -9.7
Cc1ccc(F)cc1NC(=O)c1cccc(CN(C)C(C)c2ccccn2)c1 (stereo not given) | -6.6
Cn1ccc(C(=O)Nc2nc(Sc3ccccc3)ns2)cc1=O | 9.1
Cc1cc(C)cc(CCC(=O)N2C[C@H]3CC=CC[C@H]3C2)c1 | -20.3
CC1Oc2ccccc2OC1C(=O)Nc1cc(F)cc(N2CCCC2)c1 (stereo not given) | -8.0
Cc1n[nH]c(C)c1C(NC(=O)c1cc2c(s1)CCCCC2)C(=O)O (stereo not given) | -18.6
CC1Cc2ccccc2N1C(=O)c1ccc(=O)n(Cc2ccc(F)cc2)n1 (stereo not given) | -3.9
Cc1cc(N)n(CC(=O)NC(c2ccncc2)c2ccc(Cl)cc2)n1 (stereo not given) | 1.1
COc1cc(OC)cc(-c2nc3n(n2)C(c2ccccc2F)C(C(=O)Nc2cccnc2)=C(C)N3)c1 (stereo not given) | -3.1
C=CCSc1nc(OCC)c2c(n1)OC(=N)C(C(=O)OCC)C2c1ccccc1 (stereo not given) | -2.9
O=C(NC1CCN(Cc2ccccc2F)CC1)c1ccc(OCC(F)(F)F)cc1 | 0.7
CC(NC(=O)c1ccc2c(c1)CC(C)N2S(C)(=O)=O)c1ccccc1Br (stereo not given) | 7.7
O=C1CC2(CCN(S(=O)(=O)c3ccc(OC(F)F)cc3)CC2)CN1 | -10.5
COc1ccc(Cl)cc1NC(=O)/C(C)=C/C(=O)O | 6.5
COc1cccc(-c2cn[nH]c2C2CCN(C(=O)C3CC3(F)F)CC2)c1 (stereo not given) | 6.1
CCn1nnc2cc(C(=O)N3CC(C(N)=O)Oc4ccccc43)ccc21 (stereo not given) | -14.5
NS(=O)(=O)c1ccc(NCc2nnc3ccccn23)nc1 | -18.0
O=S(=O)(c1ccc(F)c(Cl)c1)N1CCNCC1 | -5.4
OC(c1cc(F)cc(Cl)c1)c1ncc(-c2ccc3ccccc3c2)[nH]1 (stereo not given) | -9.5
CC1Cc2cc(S(N)(=O)=O)ccc2N1Cc1cc(Cl)cc2c1OCOC2 (stereo not given) | -6.7
COC(=O)c1cc(C(C)(C)C)sc1NC(=O)N1CCOCC1 | -6.0
O=C(c1ccc(F)cc1)c1c[nH]c2c(F)cc(F)cc2c1=O | 8.5

Another view of five compounds above:
| canonical_smiles | mcGAS RapidFire |
| --- | --- |
| Cc1n[nH]c(C)c1C(NC(=O)c1cc2c(s1)CCCCC2)C(=O)O (stereo not given) | -18.6 |
| O=C(O)C1CCCN(c2c(-c3ccccc3)c3cc(Cl)ccc3[nH]c2=O)C1 (stereo not given) | -5.3 |
| COc1cc(OC)cc(-c2nc3n(n2)C(c2ccccc2F)C(C(=O)Nc2cccnc2)=C(C)N3)c1 (stereo not given) | -3.1 |
| Cc1cc(C)cc(CCC(=O)N2C[C@H]3CC=CC[C@H]3C2)c1 | -20.3 |
| CC(NC(=O)c1ccc2c(c1)CC(C)N2S(C)(=O)=O)c1ccccc1Br (stereo not given) | 7.7 |

Additional entries:
SMILES | mcGAS RapidFire
Cc1ccc(CN2CCC2(C)C(=O)Nc2cccc(Br)c2C)cc1 (stereo not given) | -0.7
Nc1nc(N2CCN(Cc3ccccc3)CC2)nc(N2CCCCC2)c1[N+](=O)[O-] | -15.8
O=C(OCc1ccoc1)c1ccc(Cl)cc1F | -12.9
CS(=O)(=O)NC(=O)C1(c2ccc(Cl)c(Cl)c2)CCC1 | -2.8
c1cn(CC2CCCN(Cc3cc4n(n3)CCNC4)C2)cn1 (stereo not given) | 0.7
CC(C)c1cc(C(=O)Nc2ccc(S(=O)(=O)C(F)F)cc2)on1 | -4.7
Fc1ccc(CSc2ncnc3sc4c(c23)CCC4)cc1 | -9.3
COC(=O)c1c2c(nc3c1c(-c1ccc(OC)cc1)nn3C1CCS(=O)(=O)C1)CCC2 (stereo not given) | -6.7
Cc1cc2ncn(-c3cncnc3)c2cc1C | -11.6
Cc1ccc(S(=O)(=O)N(c2ccccc2)c2ccc(O)cc2)cc1 | 3.8
CC(C)CCC(C)NC(=O)C1(C)CCCC1 (stereo not given) | -12.9
CCN(C)C(=O)c1ccc(C2CCCN2C(=O)CCn2nnnc2C)s1 (stereo not given) | 3.7
CCOC(=O)C1=NN(c2ccc(OCC)cc2)C2=NC(C)=C(C(=O)OC)C(c3ccc(C)cc3)N12 (stereo not given) | -18.4
Cc1ccc2nc(C)c(NC(=O)c3ccc(Br)o3)c(=O)n2c1 | -15.6
O=[N+]([O-])c1cc(S(=O)(=O)N2CCCC2)ccc1NN=C1CCCC1 | -12.9
C=CCn1cc(CN2C[C@H]3C[C@H](O)[C@@H](O)C[C@H]3C2)c(C)n1 | -32.5
Cc1cnc(NC(=O)[C@@H](NC(=O)OC(C)(C)C)C(C)(C)C)s1 | 2.7
COCCn1c(=NC(=O)c2ccc3ncsc3c2)sc2cc(C(=O)OC)ccc21 | -9.2
COc1ccccc1NC(=O)CSc1nc(=O)n2cccc(C)c2n1 | -6.2
COc1nc(N2CCOCC2)nc(C)c1[N+](=O)[O-] | -4.9
Cn1cc(C#N)cc1C(=O)N(Cc1ccc(F)cc1)CC(F)(F)F | -25.2
COc1ccc(-n2nc3c(c2NC(=O)/C=C\c2cc(OC)c(OC)c(OC)c2)CS(=O)(=O)C3)cc1 | -2.6
Cc1ccc(-c2nc(COC(=O)c3cc(Cl)c[nH]3)cs2)cc1 | -16.2
CCc1noc(CCCC(=O)NCCc2cccc(Cl)c2Cl)n1 | -6.1
N#Cc1cccc(/C=C(/Cl)c2nc3scc(-c4cccs4)c3c(=O)[nH]2)c1 | 6.2

Going on with the list:
SMILES | mcGAS RapidFire
CN(C)CCCNC(=S)N1N=C(c2ccccc2)CC1c1ccccc1 (stereo not given) | -0.8
CN1CCN(C(=O)c2ccc(Cl)cc2[N+](=O)[O-])CC1 | 1.1
CCC(C(=O)Nc1ccc(NC(=O)c2ccc(C)o2)cc1)n1cccn1 (stereo not given) | -18.0
Cc1ccc(Nc2nc(NCCCn3ccnc3)nc3[nH]ncc23)cc1C | -7.5
O=C1CCCC(=O)N1CCS(=O)(=O)NCC1CCN(Cc2cccs2)CC1 | -5.6
CCCn1cnnc1CNC(=O)c1cn(Cc2ccccc2Cl)nn1 | -46.4
CCCn1c(C)cn2c3c(=O)n(CCCO)c(=O)n(C)c3nc12 | -9.8
Cc1ccc(-n2nc3c(c2NC(=O)C24CC5CC(CC(C5)C2)C4)CS(=O)(=O)C3)cc1 | -7.9
C=CCn1c(C)cn2c3c(=O)n(Cc4ccccc4Cl)c(=O)n(C)c3nc12 | -4.7
CCc1noc(C(C)N(C)CCOc2ccc(Cl)cc2)n1 (stereo not given) | -5.4
COc1ccc(C2CCCCN2C(=O)Cc2c[nH]c3ccc(F)cc23)cc1 (stereo not given) | 0.8
c1ccc2c(c1)CCN(C1CCN(Cc3cc4n(n3)CCNC4)CC1)C2 | -10.5
CCc1nc2ccccc2n1NC(=O)c1ccc(Cl)cc1 | 2.5
CN(c1ccccc1)c1ccccc1NCc1nc(C2CC2)no1 | -1.2
Oc1ccc(CCNc2ncnc3[nH]ncc23)cc1 | -3.9
O=C(CSc1ncnc2c1oc1ccccc12)N1CCN(c2ccccc2)CC1 | 3.6
Cc1ccc(NC(=O)CNC2CCS(=O)(=O)C2)cc1C (stereo not given) | 18.2
O=C1NCC2(CCCN(C(=O)c3ccc4c(c3)CCO4)C2)O1 (stereo not given) | -2.0
Cc1sc2ncnc(SCC(=O)NC(=O)C(C)(C)C)c2c1C | -7.5
CCOC(=O)CC(=O)CSc1nnc(Cn2c(=O)sc3ccccc32)n1CCc1ccccc1 | 3.9
CCn1nnc2c(N3CCC(C)CC3)ncnc21 | -9.4
CC(=O)NCCn1ccnc1-c1c(C)ccc2ncccc12 | -11.0
Cc1cccc(-c2noc(N3CCOCC3)c2CNCc2ccccc2)c1 | -12.9

Sorted by value in mcGAS RapidFire (rising): 4 from the list above
mol	mcGAS RapidFire
CCCn1cnnc1CNC(=O)c1cn(Cc2ccccc2Cl)nn1	-46.4
CCn1nnc2c(N3CCC(C)CC3)ncnc21	-9.4
CN(c1ccccc1)c1ccccc1NCc1nc(C2CC2)no1	-1.2
O=C(CSc1ncnc2c1oc1ccccc12)N1CCN(c2ccccc2)CC1	3.6
